High-throughput results as filed in PubChem.
INS promoter inh = TRM-6 insulin promoter activity inhibition. TRM-6 cells (human fetal islet line), insulin promoter-eGFP reporter, imaging; reporter expression induced with tamoxifen. inhibition, % at 2 µM. 130,000 tested, 0.9% active. AID 1273;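 active means inhibition above the mean plus 3 SD, with well images judged a real hit on visual review, cut at about 60% in these data, passing the limit was not always enough; inconclusive means inhibition over the cutoff but images rejected on review; inactive means inhibition not above the cutoff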
sdo1 growth = restores growth of sdo1-depleted yeast; S. cerevisiae sdo1-depleted JHY4D growth rescue, OD600 30 h; stronger effect = higher value; pdr5 snq2 efflux-pump mutant strain; z-score at 10 µM; 140,000 tested, 0.21% active; AID 817;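 active means z-score above 3 at both the 24 hr and the 30 hr optical density reads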;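 further: z-score against mean and SD of all compound wells on the same plate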
sdo1 growth Rescue 24 h = further read-out of sdo1 growth, marked with its call; z-score; S. cerevisiae sdo1-depleted JHY4D growth rescue, OD600; measured here: growth rescue at 24 h;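 0 is the plate mean of compound wells and units are plate SD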
An asterisk follows results filed as active; ? = inconclusive; · = not tested or not shown; & = joins results of further samples. An excerpt, so the mix of outcomes need not match the whole.

structure,INS promoter inh,sdo1 growth,sdo1 growth Rescue 24 h
COCCN1C(=O)c2cc(C(=O)Nc3ccc(OC)c(OC)c3)ccc2C1Nc1ccc(OC)c(OC)c1 (stereo not given),23.5,·,·
CCn1c(NC(C)=O)nc2ccccc21,-325.0,0.04,-1.14
CCN(CC)CCNC(=O)C1c2cc(OC)c(OC)cc2C(=O)N2CCc3ccccc3C12 (stereo not given),31.2,0.44,0.33
COc1ccc2cc3cc(C(=O)Nc4ccccc4N4CCN(C)CC4)oc3nc2c1,-3.1,-1.04,0
COC(=O)c1cc(NS(=O)(=O)c2ccc(NCc3cccnc3)c(N)c2)cc(C(=O)OC)c1,55.6,0.74,-0.01
CC1=C(C(=O)OC(C)C)C(c2ccc(Br)s2)NC(=O)N1 (stereo not given),-51.7,0.67,0.76
COc1ccccc1-c1nnc(SCC(=O)Nc2c(Cl)cccc2Cl)o1,7.1,-1.57,-1.88
CC(=C/c1ccco1)/C=N/N1CCN(c2ccccc2)CC1,22.2,0.45,0.7
Nc1nc(Nc2ccccc2)nc(N2CCOCC2)c1[N+](=O)[O-],·,1.41,1.16
COc1ccc(-c2cc(C)nc3nc(N)nn23)cc1,-71.4,0.41,0.8
CC1CCN(C(=O)CN(c2ccc(Oc3ccccc3)cc2)S(C)(=O)=O)CC1,41.9,-0.61,-0.72
COc1cc(C(C#N)N2CCOCC2)ccc1O (stereo not given),·,0.09,0.32
CCCCn1c(=O)c(CCC(=O)OCC(=O)NCc2ccc(OC)c(OC)c2)nc2ccccc21,?,·,·
O=C(NC1CCCC1)C1CCN(c2nccs2)CC1,-38.9,0.08,-0.56
Cc1ccc(Cn2c(O)c(N=O)c3ccccc32)cc1,41.2,·,·
Cc1cc(C(=O)COC(=O)C2=NNC(=O)CC2)c(C)n1-c1cccc(C(F)(F)F)c1,38.5,-1.18,-1.15
O=C1C=C(Nc2ccc(Cl)cc2)CC(c2ccco2)C1 (stereo not given),-383.3,0.39,0.47
COc1ccc(C=O)cc1CSc1nnc(COc2cccc3cccnc23)o1,-288.9,0.02,0.13
O=C(NCC1OCCc2ccccc21)c1ccc(NC(=O)c2ccc(Cl)cc2Cl)cc1 (stereo not given),·,-0.86,-0.31
Cc1cnc(NC(=O)CSc2nnc(-c3ccccc3)o2)s1,52.8,-0.86,-0.53
c1ccc(COn2nnc3ccccc32)c(COn2nnc3ccccc32)c1,6.2,-0.62,-1.11
COc1ccc(Nc2cc(C(=O)NCCCN3CCN(C)CC3)c3ccccc3n2)cc1,40.0,0.37,0.42
COC(=O)c1oc2ccccc2c1NC(=O)CN1CCCC1,·,0.63,-0.01
c1ccc2[nH]c(CSc3nccs3)nc2c1,·,1.93,1.97
O=C1CCCN1CCC1CCN(C(=O)Nc2ccccc2)CC1,13.9,0.92,0.56

Compound profiles, as listed above:
CCN(CC)CCNC(=O)C1c2cc(OC)c(OC)cc2C(=O)N2CCc3ccccc3C12 (stereo not given) is listed as INS promoter inh = 31.2; sdo1 growth = 0.44; sdo1 growth Rescue 24 h = 0.33
CC1CCN(C(=O)CN(c2ccc(Oc3ccccc3)cc2)S(C)(=O)=O)CC1 is listed as INS promoter inh = 41.9; sdo1 growth = -0.61; sdo1 growth Rescue 24 h = -0.72
O=C(NCC1OCCc2ccccc21)c1ccc(NC(=O)c2ccc(Cl)cc2Cl)cc1 (stereo not given) is listed as INS promoter inh = ·; sdo1 growth = -0.86; sdo1 growth Rescue 24 h = -0.31

Going on with the list.
structure,INS promoter inh,sdo1 growth,sdo1 growth Rescue 24 h
O=C(CC1S/C(=N/N=C/c2cccs2)NC1=O)Nc1ccc(Cl)c(Cl)c1 (stereo not given),·,-0.65,-0.31
N#CC(C#N)=C1C=CC=CN1/C(=C\c1ccco1)C(=O)c1ccc(Br)cc1,-220.0,-2.07,-1.59
Cc1[nH]c2ccccc2c1C(=O)C(=O)N1CC=C(c2ccccc2)CC1,·,-0.32,-0.39
Cc1ccc(S(=O)(=O)CCC(=O)Nc2cccc([N+](=O)[O-])c2)cc1,35.7,·,·
O=C(CSc1ncnc2c1cnn2-c1ccccc1)Nc1ccc2c(c1)OCO2,-100.0,-0.98,-1.31
O=C(Cn1cnc2c(cnn2-c2ccccc2)c1=O)Nc1cc(S(=O)(=O)N2CCOCC2)ccc1Cl,·,0.71,0.37
C/C(=N\NC(=O)Cc1ccc(F)cc1)c1ccc(F)cc1,·,0.15,-0.03
CCc1cc(Br)ccc1NC(=O)C1CCCO1 (stereo not given),56.2,0.21,-0.7
O=C(Nc1ccc(Cl)c(Cl)c1)Nc1cc(S(=O)(=O)N2CCOCC2)ccc1N1CCCC1,28.6,-0.37,-0.12
Cc1ccc(NCCCCO)cc1C,33.3,·,·
CC1CCCCN1C(=O)CCS(=O)(=O)c1cccc2nonc12 (stereo not given),-33.3,·,·
Cc1ccc(C(=O)CC(C(=O)O)n2ccc(C)n2)cc1 (stereo not given),23.7,-0.33,-0.34
CN1CCN(S(=O)(=O)c2cccc(C(=O)Nc3sc4c(c3-c3nc5ccccc5[nH]3)CCCC4)c2)CC1,-20.0,-1.06,-0.01
COc1cc(NC(=S)N2CCC(C(N)=O)CC2)c(OC)cc1Cl,5.3,·,·
Cc1ccc(N=Nc2c(=O)[nH]n3c(C)cc(C)nc23)cc1,-19.5,0.36,-0.13
CCOC(=O)CC(C(=O)OCC)P(=O)(c1ccccc1)c1ccccc1 (stereo not given),7.4,-0.57,-0.08
Cc1ccsc1C(=O)OCC(=O)Nc1c(C)n(C)n(-c2ccccc2)c1=O,-23.3,0.55,0.71
N=C(N)SCc1cn2ccccc2n1,45.5,-0.33,-0.44
CSc1nsc(N/N=C/c2ccc3c(c2)OCO3)c1C#N,25.0,·,·
NC(=O)c1ccccc1NC(=O)CN1CCOCC1,30.9,0.62,0.65
CCOc1ccc(NC(=O)CN(c2ccc(OC)cc2)S(C)(=O)=O)cc1,-24.2,-0.24,0.21
CCC(C)n1c(=N)c(C#N)cc2c(=O)n3cc(C)ccc3nc21 (stereo not given),0.0,·,·
CC1(C)CC(=O)C(N=Nc2ccc3ncsc3c2)=C(O)C1,-91.7,0.88,0.06
CC(=O)N(Cc1cc(=O)[nH]c2ccccc12)c1ccccc1,27.3,0.57,-0.11
Cc1ccc(C)c(-n2ccnc2SCC(=O)O)c1,-14.3,1.18,1.53

Further records
Values run as follows: INS promoter inh | sdo1 growth | sdo1 growth Rescue 24 h
- C#CCOCCOCCOCCNc1nc(N2CCN(C(=O)[C@H]([C@@H](C)CC)n3cc(CCCCN)nn3)CC2)nc(N2CCN(C(=O)[C@H](C)n3cc(CCC(=O)O)nn3)CC2)n1
  10.0 | 1.13 | 0.95
- O=C(CSc1nnnn1C1CCCC1)NCc1ccccc1
  -54.3 | 0.24 | 0.37
- COc1ccc(S(=O)(=O)N2CCCC(C(=O)Nc3ccc(NC(=O)c4ccccn4)cc3)C2)cc1 (stereo not given)
  · | -0.14 | 0.14
- Cc1nn(-c2ccccc2)c2sc(C(=O)c3c(N)n(C)c(=O)n(C)c3=O)cc12
  · | -1.61 | -0.84
- CN1CCN(C(=O)/C=C/c2ccc([N+](=O)[O-])cc2)CC1
  3.2 | 0.42 | -0.11
- CN1CCN(CCCNC(=O)c2cc3c(-c4ccc(Cl)cc4)nn(C)c3s2)CC1
  · | -0.19 | -1.07
- O=C(O)CCc1ccc(-c2ccc(F)cc2)n1NC(=O)c1ccco1
  -13.5 | 0.19 | 0.12
- CC(=O)C1C(=O)CC(C)(O)C(C(C)=O)C1c1ccc(N(C)C)cc1 (stereo not given)
  13.6 | 1.42 | 1.32
- CCC(NC(=O)c1ccccc1NC(=O)c1ccco1)C(=O)NC1CCCCC1 (stereo not given)
  -83.3 | -0.34 | -0.27
- Cc1cc(NC(=O)CCC(=O)N(c2ccccc2)C(C(=O)NCC2CCCO2)c2cccnc2)no1 (stereo not given)
  · | 0.19 | -0.79
- COc1ccc(CCNC(=O)CSc2nc3c(c(=O)n(C)c(=O)n3C)n2C)cc1OC
  -43.8 | 0.47 | -0.31
- O=c1[nH]c(/C=C/c2ccccc2OC(F)F)nc2c1cnn2-c1ccccc1
  -37.9 | 2.67 | 3.79
- Cc1cccc(OCCOc2ccc(/C=N/NC(=O)Cc3nnc(N)s3)cc2)c1
  -9.1 | -0.93 | 0.04
- c1ccc(Cn2ncc3c(NCc4ccco4)ncnc32)cc1
  · | -0.62 | -1.21
- OCCn1c(SCCOc2ccccc2)nc2ccccc21
  -5.6 | -1.07 | -0.76
- CCc1cccc(NC(=O)CCS(=O)(=O)c2cccc3nonc23)c1
  · | 0.19 | 0.15
- CN(C)c1ccc(N=Cc2nc(-c3ccccc3)oc2OC(=O)c2ccccc2)cc1
  25.0 | 0.14 | 1.29
- Cc1nn(CCc2n[nH]c(=S)n2-c2ccc(F)c(Cl)c2)c(C)c1[N+](=O)[O-]
  -28.6 | 0.54 | -0.56
- O=C1CC(c2ccc(Cl)c(Cl)c2)CC(O)=C1C=NCCN1CCNCC1 (stereo not given)
  · | 0.46 | 0.32
- CC1(C)CC(=O)c2sc(NC(=O)C3CC3)nc2C1
  · | -0.14 | -0.42
- O=C(CN1CCN(Cc2cccc(Cl)c2)C1=O)NCc1cccs1
  -66.7 | · | ·
- N/C(=N\OC(=O)C1CCCCC1)c1cccc([N+](=O)[O-])c1
  23.3 | -0.51 | -0.8
- CCOC(=O)CNC(=S)N(Cc1ccccc1)Cc1ccccc1F
  20.0 | · | ·
- COC(=O)CSc1nnc(CNC(=O)Cc2ccccc2)n1-c1ccccc1OC
  · | 0.14 | 0
- CC1(C)Cc2c(c(=S)nc(-c3ccccc3)n2CCO)CO1
  -23.1 | 0.4 | 0.14
- CCOC(=O)c1c(C)[nH]c(C=C2C(=O)CCCC2=O)c1O
  20.0 | 1.41 | 1.65
- O=C(CCSCCC(=O)NCc1ccc(F)cc1)NCc1ccc(F)cc1
  1.5 | 0.02 | -0.68
- Cc1c(Cl)cnc(NC(=O)COC(=O)CCC(=O)c2cccs2)c1Cl
  · | 0.59 | 0.72
- Cc1ccc(N2CCN(/N=C/C=C/c3ccccc3)CC2)cc1
  30.2 | -0.45 | -1.12
- Cc1ccc2nc(NCCC(=O)O)nc(-c3ccccc3)c2c1
  27.3 | · | ·
- Cc1occc1C(=O)N1CCCc2ccccc21
  -68.4 | -0.18 | -0.32
- COc1ccc(OC)c2c1sc(=NC(=O)CN1C(=O)CCC1=O)n2C
  · | 0.05 | 0.98
- O=C(Nc1ccccc1)OCc1cncs1
  -5.9 | · | ·
- Cc1cc(C)cc(NC(=O)N2CCC(NC(=O)c3ccccc3C)CC2)c1
  -6.7 | 0.13 | -0.41
- Cc1c(C(=O)NCc2ccccc2)oc2ccc(S(=O)(=O)N3CCC4(CC3)OCCO4)cc12
  7.9 | 0 | 0.26
- O=C(CC1SC(=O)N(Cc2ccccc2)C1=O)Nc1nccs1 (stereo not given)
  · | 0.04 | -0.74
- CCOC(=O)CN1C(=O)C(O)(CC(=O)c2ccc3c(c2)CCCC3)c2ccccc21 (stereo not given)
  -138.5 | -0.14 | -0.56
- CCOC(=O)/C(C#N)=C/c1ccc(OCC(=O)Nc2ccc(C)c(C)c2)c(OC)c1
  11.1 | -1.61 | -1.61
- Cc1cc(C)nc(NC(=O)c2cnc3sccn3c2=O)n1
  · | 1.01 | 0.79
- C=CCSC1=NC(=O)/C(=C/c2cccs2)S1
  8.3 | 0.01 | -1.17
- CCCC(C)NNC(=O)c1cc2ccccc2[nH]1 (stereo not given)
  42.9 | 0.37 | -0.04
- CCC(C)N(CCNC(=O)CC1Oc2ccccc2NC1=O)C1CCCCC1 (stereo not given)
  · | 0.2 | -0.39
- Cc1ccc(F)cc1NC(=O)c1cccc2nccnc12
  -38.3 | 0.03 | 1.18
- COc1ccc(-c2csc3ncn(-c4ccccc4OC)c(=O)c23)cc1OC
  -69.2 | · | ·
- COc1cc(CO)cc(Br)c1OCc1cccnc1
  -19.4 | 0.69 | 0.74
- Cc1ccc(O)c(C2=NOC(O)(C(F)(F)F)C2)c1 (stereo not given)
  -19.5 | -0.01&-0.81 | -0.28&-0.87
- FC(F)(F)c1nnc2ccc(N3CCCC3)nn12
  35.5 | 0.63 | 0.81
- CCOC(=O)C(CC)(CC)/C(C)=N/NC(=O)CC#N
  21.4 | 0.02 | -0.57
- Cc1cc(OC(=O)c2ccc(Cl)cc2Cl)nc(C)n1
  15.4 | 0.09 | -0.46
- CCOc1ccc(-n2nc(C(=O)NCCOC)c3ccccc3c2=O)cc1
  23.1 | 0.79 | 0.52
- CCN(CC)CCNC(=O)c1c(O)c2cc(OC)c(OC)cc2[nH]c1=O
  29.6 | 1.28 | 1.7
- S=C(NCCc1ccc(Cl)cc1)NCc1ccco1
  -23.5 | · | ·
- FCCCOc1ccc(-c2ccnc(-c3ccccc3)n2)cc1
  -27.3 | 0.02 | 0.29
- Cc1ccc(C(=O)Nc2nc(-c3cc(Cl)sc3Cl)cs2)cc1
  -6.9 | -1.43 | -0.39
- N#Cc1cc(NC2CCCC2)c([N+](=O)[O-])cc1C#N
  -22.2 | -0.89 | -0.21
- CN1CCN(Cc2cc(COCc3ccccc3)c3cccnc3c2O)CC1
  28.6 | -0.68 | -0.6
- CC(C)(C)n1nnnc1C(c1cccc(C#N)c1)N1CCCc2ccccc21 (stereo not given)
  -64.3 | -0.72 | -0.3
- Cc1c(-c2ccccc2)sc2nc[nH]c(=S)c12
  -41.7 | · | ·
- OC1CCCN(c2c3c(nc4cc(-c5cccc(Cl)c5)nn24)CCC3)C1 (stereo not given)
  -492.3 | -1.11 | 0.48
